NR2E3 ag-1: agonists of human NR2E3 nuclear receptor; Q9Y5X4; CHO-S Gal4-NCOR/VP16-NR2E3 two-hybrid, luciferase; inhibition of corepressor binding, % at 3.98 µM; actives 0.35% (n = 360,000); AID 602229;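 active = inhibition above the mean of all tested compounds plus 3 SD, cut at about 70% in these data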;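 also: 0% = DMSO with NR2E3 transfected cells and 100% = cells lacking NR2E3 construct; higher means lower luciferase signal from less NR2E3 corepressor binding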
PDI inh: PDI (human) enzyme inhibition; PDI insulin aggregation turbidity, A650, 90 min; inhibition, % at 10 µM; AID 588391; P07237; actives 0.052% (n = 350,000);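 active = mean inhibition across replicates of 30% or more, whatever share of single replicates reach that level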;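 also: absorbance from insulin aggregation driven by PDI reduction with DTT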
Target sequence (P07237 whole entry, looked up): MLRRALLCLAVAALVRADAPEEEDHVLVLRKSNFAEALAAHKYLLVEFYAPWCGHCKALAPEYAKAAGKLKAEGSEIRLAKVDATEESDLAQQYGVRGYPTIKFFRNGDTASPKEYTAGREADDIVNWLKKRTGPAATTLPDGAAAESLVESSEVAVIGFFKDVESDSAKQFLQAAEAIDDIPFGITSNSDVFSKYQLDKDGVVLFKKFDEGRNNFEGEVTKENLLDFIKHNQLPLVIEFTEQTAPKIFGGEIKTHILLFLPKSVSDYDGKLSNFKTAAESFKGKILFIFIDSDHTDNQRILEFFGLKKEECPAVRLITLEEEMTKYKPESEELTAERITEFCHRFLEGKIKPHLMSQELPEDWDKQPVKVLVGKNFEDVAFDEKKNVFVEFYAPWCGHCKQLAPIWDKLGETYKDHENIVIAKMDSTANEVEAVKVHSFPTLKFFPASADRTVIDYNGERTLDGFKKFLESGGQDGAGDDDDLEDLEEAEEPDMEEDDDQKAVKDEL
H9c2 protect: protects H9c2 cardiomyocytes from peroxide injury; H2O2 injury protection, ATPLite, 2 h; actives 0.63% (n = 360,000); protection from H2O2 cell death, % at 20 µM;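 active = compounds giving at least 50% protection of heart cells from peroxide-induced death in the single-dose screen, raw or plate-pattern-corrected value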;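 also: 0% = DMSO wells with peroxide and 100% = DMSO wells without peroxide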
iPSC survival up: increases survival of single human iPS cells; hiPSC single-cell survival, ATPlite luminescence; 100% = ROCK inhibitor wells, 0% = DMSO; survival enhancement, % at 20 µM; actives 0.044% (n = 360,000); in the data active = survival enhancement above about 18%;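 also: cells exposed to compounds for 16 hours before the ATP read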
m5-HT2A agonist: activates the mouse 5-HT2A serotonin receptor | AID 624169 | activation, % at 7.6 µM | actives 0.66% (n = 360,000) | CHO-K1 mHTR2A beta-arrestin complementation, luminescence; percent of 30 µM serotonin response;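 active = activation above a run cutoff, the mean activation of all tested compounds plus 3 SD, cut at about 14% in these data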;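 also: 0% = plate median of compound wells and 100% = 30 µM serotonin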
Target sequence (P35363 whole entry, looked up): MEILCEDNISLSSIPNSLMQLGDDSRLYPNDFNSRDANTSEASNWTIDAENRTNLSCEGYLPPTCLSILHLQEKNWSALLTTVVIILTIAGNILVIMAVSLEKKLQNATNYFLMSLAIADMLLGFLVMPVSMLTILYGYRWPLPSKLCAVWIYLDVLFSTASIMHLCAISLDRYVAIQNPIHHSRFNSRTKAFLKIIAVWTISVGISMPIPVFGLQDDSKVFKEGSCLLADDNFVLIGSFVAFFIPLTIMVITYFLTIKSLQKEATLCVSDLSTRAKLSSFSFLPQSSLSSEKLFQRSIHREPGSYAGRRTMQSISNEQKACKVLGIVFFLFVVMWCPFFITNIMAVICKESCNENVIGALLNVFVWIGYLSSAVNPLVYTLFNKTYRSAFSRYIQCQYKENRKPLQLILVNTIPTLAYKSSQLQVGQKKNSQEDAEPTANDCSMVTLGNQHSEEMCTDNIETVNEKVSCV
NR2E3 ag-2: NR2E3 (human) agonism. Q9Y5X4. GST-NR2E3/biotin-RetCOR TR-FRET, 1536-well. inhibition of corepressor binding, % at 4.78 µM. actives 0.12% (n = 320,000). AID 2300;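 active = percent inhibition above the cutoff of mean plus 3 SD of all tested compounds, set per screening campaign, cut at about 20% in these data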;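 also: 0% = DMSO wells and 100% = biotin wells as full block of FRET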
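Test system: GST-NR2E3 and biotin-RetCOR proteins | Quantity: 1.35 nM GST-tagged NR2E3 final | Medium: Tris pH 7.5 | Also added: 7 nM biotin-RetCOR | Dosing: Compound at 4.8 µM, single dose | Timing: 5 h at 4 °C | Detection: Time-resolved FRET | Read-out basis: Percent inhibition | Benchmarks: Biotin wells as high control, 0.6% DMSO wells as low control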
CaV13 FRET inh: Disruptors of the CACNA1D IQ motif to Ca2+-dependent inactivation inhibitor domain association, primary screening, Förster resonance energy transfer in intact living … | HEK cells, CFP/YFP FRET ICDI-IQ, plate reader, 10 min; percent FRET-ratio fall versus neutral wells | inhibition, % at 12.3 µM | actives 0.098% (n = 340,000) | AID 743397;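 active = mean replicate inhibition of at least 30% and at least 1% of replicates passing that level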;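 also: 0% = median of the neutral control wells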
Peg3 promoter: reduces Peg3 promoter-driven luciferase expression in HeLa; HeLa PEG-Prom luciferase reporter, luminescence, overnight; inhibition, % at 20 µM; actives 1.7% (n = 360,000); AID 588405;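 active = inhibition of at least 50% at 20 µM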
Shn3 3UTR inh: Schnurri-3 reporter inhibition in Clone20 osteoblasts; Clone20 osteoblast Shn3 3'UTR firefly luciferase, 24 h; inhibition, % at 12.5 µM; actives 0.52% (n = 360,000); AID 588674;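 active = mean inhibition of at least 75% with every replicate also reaching 75%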;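 also: 0% = median of neutral control wells and 100% = pilot-screen positive control compound; some compounds past the cut are filed as inactive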
HIF-2a inh: inhibitors of HIF-2a. 786-0 RCC cells HIF-2a reporter, luciferase luminescence, overnight. inhibition, % at 18.8 µM. actives 0.72% (n = 360,000). AID 624352;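 active = inhibition of the luminescence signal of 40% or more relative to plate controls, in a single-dose primary screen at 18.75 µM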
TRPM1 prom inh: MITF TRPM1 promoter inhibition in SK-MEL-5 cells; SK-MEL-5 TRPM1 promoter luciferase, 24 h; actives 0.83% (n = 330,000); AID 488899; inhibition, % at 12.5 µM;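 active = mean inhibition across replicates of 60% or more, whatever share of single replicates reaches that level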; also: values of inactives mirror those of a sister screen read the other way
* = called active by the depositor; · = no result given.

SMILES	NR2E3 ag-1	PDI inh	H9c2 protect	iPSC survival up	m5-HT2A agonist	NR2E3 ag-2	CaV13 FRET inh	Peg3 promoter	Shn3 3UTR inh	HIF-2a inh	TRPM1 prom inh
CC(NC(=O)c1c(F)cccc1Cl)c1ccc(-n2ccnc2)cc1 (stereo not drawn)	-2	14	1	0.1	-3	4	-3	17	3	10	11
CC(=O)c1c(C)[nH]c(C(=O)NC2=NCCS2)c1C	1	-5	16	-0.8	0	2	13	-51	-21	-73	-14
C/C(=N\NC(=O)c1ccc(NS(=O)(=O)c2cccs2)cc1)c1ccc(O)cc1O	-3	-1	33	-0.9	-5	2	-6	7	7	12	2
COc1ccc(-c2c(C(F)(F)F)oc3c(CN4CCN(C)CC4)c(O)ccc3c2=O)cc1	-13	-7	7	-0.6	5	7	·	8	-7	2	4
CCOc1ccc(N(C(C)C(=O)NCc2ccco2)S(C)(=O)=O)cc1 (stereo not drawn)	13	-7	-2	0.2	2	0	-8	-2	1	-19	14
CC(C)Cc1nc2n[nH]c(N)c2c2c1CCC2	-6	1	1	2.1	-1	0	·	-2	3	9	-1
Cc1ccc(/C=C(\C#N)C(=O)Nc2ccccn2)o1	-140	-5	-7	1.5	1	2	-7	-312	-37	-309	-113
O=C(O)CN(c1ccc2c(c1)OCCO2)S(=O)(=O)c1ccccc1	2	-4	0	-0.4	-4	-3	-3	14	4	7	8
O=C(NCCN1CCOCC1)c1cc(Sc2ccc(F)cc2F)nc2ccccc12	-1	-2	3	-0.3	-3	0	4	-6	10	16	2
COc1cccc(/C=C/C(=O)Nc2ccc3[nH]c(=O)[nH]c3c2)c1	-16	-3	0	-0.4	-5	-1	-2	-17	8	-37	6
COc1ccc(/C=C/CN2CCC(n3nccc3NC(=O)C3CC3)CC2)cc1	-19	7	-1	0.6	-2	-1	-3	-28	-12	-27	-1
COc1ccc(CNC(=O)/C=C/[C@H]2O[C@@H](n3cc(C)c(=O)[nH]c3=O)C[C@@H]2O)cc1	-1	·	3	-2.4	9	·	-3	-13	10	13	·
Cn1c(SCC(=O)N2CCN(c3ccccc3)CC2)nnc1-c1ccco1	3	1	5	-0.2	-3	-1	-4	4	-9	9	12
CN(CCCNS(=O)(=O)c1cccc2cccnc12)Cc1ccccc1	4	0	1	-0.6	2	-4	8	-1	-3	-1	7
COC(=O)c1ccc(CNC(=O)COC(=O)/C=C/c2cc(OC)c(OC)c(OC)c2)cc1	20	9	4	-1.7	5	·	-5	-6	9	7	2
CC(=O)NC(c1ccco1)c1cc(Cl)c2cccnc2c1O (stereo not drawn)	-29	-1	30	1.5	-19	·	-5	49	51	17	·
C/C(NCCCn1ccnc1)=C(\C#N)C(N)=O	-30	1	13	-2.3	0	-6	-4	9	1	9	4
Cc1cc(C)cc(CC2CC(=O)N(c3nc(C)cc(C)n3)C2=O)c1 (stereo not drawn)	-5	5	3	-3.9	1	-3	·	-7	2	13	-6
CC(C)COCC1CC2(CC(C)C(=O)CC2=O)C(=O)O1 (stereo not drawn)	-2	-2	-5	-3.8	4	1	-1	10	-2	1	2
Cc1ccc(N)c2c1OCCC2=O	15	-5	6	-1.5	1	6	-7	22	-13	13	8
COc1cccc(CNC(=O)c2c(C)nn(-c3ccccc3)c2C)c1	-5	-4	3	-0.3	8	4	-6	11	-25	5	4
CCN(CC)CC(O)COc1ccc2c(c1)c(C(C)=O)c(C)n2-c1ccccc1 (stereo not drawn)	-9	-1	4	-1.7	-3	-1	·	19	9	4	6
O=C(CNC(=O)c1ccco1)NCC(=O)OCc1c(F)cccc1Cl	-8	-5	8	-0.5	-2	0	·	8	-13	-1	11
Cc1ccc(NC(=O)CC(=O)Nc2ccc(C)c(C)c2)cc1C	-10	2	0	0.2	3	0	-3	17	8	-11	-15
CC(C)(C)OC(=O)NCC(=O)Oc1cc2oc(=O)cc(-c3ccccc3)c2cc1Cl	-20	-5	-6	0.0	1	1	-5	6	1	13	-16

2 entries picked at random from those above:
SMILES	NR2E3 ag-1	PDI inh	H9c2 protect	iPSC survival up	m5-HT2A agonist	NR2E3 ag-2	CaV13 FRET inh	Peg3 promoter	Shn3 3UTR inh	HIF-2a inh	TRPM1 prom inh
Cc1ccc(N)c2c1OCCC2=O	15	-5	6	-1.5	1	6	-7	22	-13	13	8
CC(C)Cc1nc2n[nH]c(N)c2c2c1CCC2	-6	1	1	2.1	-1	0	·	-2	3	9	-1

Next part
SMILES	NR2E3 ag-1	PDI inh	H9c2 protect	iPSC survival up	m5-HT2A agonist	NR2E3 ag-2	CaV13 FRET inh	Peg3 promoter	Shn3 3UTR inh	HIF-2a inh	TRPM1 prom inh
COc1ccc(NC2=C(C(C)=O)C(c3ccc4c(c3)OCO4)C(C(C)=O)C(C)(O)C2)cc1 (stereo not drawn)	-18	0	-1	0.7	-5	0	-5	9	3	-4	10
O=C(O)CCC(=O)NNC(=O)COc1ccc(Cl)cc1Cl	-28	5	4	0.0	-3	0	-12	3	12	15	7
COc1cc(NCCCCCCCN)c2ncccc2c1	5	-2	-13	-4.1	-2	6	·	1	3	4	12
N#Cc1ccc(C(=O)Nn2cnnc2)cc1	-1	-8	-3	0.6	-2	-1	-20	1	0	6	-2
CC(OC(=O)C1CSC2(C)CCC(=O)N12)C(=O)Nc1ccc(F)cc1 (stereo not drawn)	2	-1	1	0.5	0	2	-5	9	4	8	1
O=C(C1CCN(S(=O)(=O)c2ccc(F)cc2)CC1)N1CCOCC1	7	6	1	2.6	7	4	·	7	0	3	-14
O=C(CNC(=O)c1ccc(-c2ccccc2)cc1)OCc1c(Cl)cccc1Cl	-12	-7	-9	0.6	1	-1	-4	18	-13	8	-3
Cc1cc(Cl)ccc1OC(C)C(=O)Nc1ccc(S(=O)(=O)Nc2cnc3ccccc3n2)cc1 (stereo not drawn)	6	-10	-16	-0.9	4	0	-6	24	17	22	9
COCC(=O)Nc1nnc(CCc2ccccc2)s1	-19	-6	-1	-0.5	7	-1	-4	-7	-25	-11	-5
COc1ccc(S(=O)(=O)NCC(=O)N(CC(=O)NCC2CCCO2)Cc2ccc(F)cc2)cc1 (stereo not drawn)	5	1	-6	0.8	-6	2	-17	-1	-1	9	-6
COc1cccc(-c2c(C(=O)N/N=C(\C)COc3ccccc3)nnn2-c2nonc2N)c1	-2	3	5	0.3	3	0	-4	-8	-9	0	-8
O=C(COC(=O)c1cccs1)Nc1cccc(S(=O)(=O)N2CCOCC2)c1	-16	4	1	-1.4	5	0	-3	7	2	-3	6
CC(=O)NC(C)(c1ccccc1)c1nc(-c2cc(F)cc(F)c2)cs1 (stereo not drawn)	-14	4	-5	0.3	-3	·	-3	8	19	12	·
CC1CCN(C(=O)C(Cc2ccccc2)n2cccc2)CC1 (stereo not drawn)	-21	·	5	-1.9	2	-2	-10	18	-41	4	11
CN1CCN(C(=S)Nc2cccc(C(F)(F)F)c2)CC1	-4	21	-1	1.2	0	-5	-3	9	6	7	4
Cc1cc(C)c(C#N)c(OCc2ccc(Cl)nc2)n1	-2	-3	1	-0.6	-5	5	-4	-2	-4	-23	-4
O=C(NCCCc1ccccc1)C1CCC(=O)N(CCc2ccc(Cl)cc2)C1 (stereo not drawn)	-2	-12	4	-0.1	4	-1	-2	-80	-15	-84	-12
CCOC(=O)CNC(=O)Cn1cnc2c(nnn2-c2cccc(Cl)c2)c1=O	-7	-1	-5	-2.0	3	1	-7	5	-91	-2	3
CCOc1ccc(S(=O)(=O)N(CC(N)=O)c2ccc(C)cc2)cc1	-9	4	-10	-0.4	0	-1	-2	9	8	7	1
COc1cccc(/C=C2\SC(=O)N(CCC(=O)NCCCn3ccnc3)C2=O)c1	10	2	-8	0.9	3	-2	-5	-62	-3	-30	-28
O=C(O)c1cc2n(n1)C(C(F)(F)F)CC(C1CC1)N2 (stereo not drawn)	10	7	3	0.6	2	4	-3	-7	23	18	-1
COC(=O)c1ccc[n+](CC(=O)Nc2ccc(OC(F)F)cc2)c1	-32	-2	3	0.0	1	1	-3	7	-5	4	-11
CC[C@@H]1C(=O)[C@H](Cc2ccccc2)[C@H]2CCCC(=O)N3CC[C@@H]1[C@@H]23	-1	5	5	-2.1	3	·	-9	-1	1	19	-20
CCOc1ccc(-c2cn(-c3ccccc3OC)c(=S)[nH]2)cc1	-67	10	-10	-0.1	1	2	-20	-24	-12	-164	16
OCCN1CCN(c2ncnc3c2ncn3[C@H]2CN(Cc3ccco3)C[C@@H](CO)O2)CC1	3	-4	-2	-2.1	12	·	-3	0	9	2	·

(further entries)
SMILES	NR2E3 ag-1	PDI inh	H9c2 protect	iPSC survival up	m5-HT2A agonist	NR2E3 ag-2	CaV13 FRET inh	Peg3 promoter	Shn3 3UTR inh	HIF-2a inh	TRPM1 prom inh
CN(C)c1ccc(CC(=O)N2CCCC(c3cc(C(=O)Nc4ccc5c(c4)OCO5)no3)C2)cc1 (stereo not drawn)	12	-4	-9	-1.0	-5	·	-5	-17	-21	-23	·
COc1ccc(-n2c(COc3cccc(C)c3)nnc2SCC(=O)O)cc1	1	5	3	-0.3	3	-2	0	2	2	15	-5
C[C@H](O)[C@@H]1C(=O)N2CCc3ccc(-c4ccccc4)cc3[C@@H]2C[C@@H]1N(C)C(=O)c1ccc(C#N)cc1	3	-2	21	3.4	3	·	-6	-3	0	7	6
Cc1[nH]c(=O)[nH]c(=O)c1S(=O)(=O)N1CCCC(C(=O)N2CCN(c3ccccc3Cl)CC2)C1 (stereo not drawn)	-22	5	9	0.8	-2	-1	·	-8	2	10	-3
Cc1ccc(C(=O)NCCS(=O)(=O)N2CCN(c3ccccc3F)CC2)cc1[N+](=O)[O-]	11	11	-4	2.0	-1	-1	-2	10	-19	16	-1
O=C(NC1CCCCC1)C1CCCN1S(=O)(=O)c1ccc(Cl)cc1 (stereo not drawn)	-24	-1	2	-0.5	4	2	-3	7	13	14	·
CC(NC(=O)CN(C)Cc1cccs1)c1ccccc1 (stereo not drawn)	4	1	4	4.0	-14	-1	-14	-2	2	10	13
CN(Cc1ccccc1)c1nc2c(c(=O)n(C)c(=O)n2C)n1CCCc1ccccc1	-29	10	34	9.6	-10	2	·	34	17	10	-11
C[C@H](CO)N1C[C@H](C)[C@@H](CN(C)Cc2ccc(C(=O)O)cc2)Oc2c(NS(=O)(=O)c3ccc(F)cc3)cccc2C1=O	0	-2	2	4.4	9	·	-11	2	-7	11	0
O=C(Cn1cnc2c(oc3nc4c(cc32)CCCC4)c1=O)Nc1cccc(Cl)c1	2	9	-2	0.1	3	7	-8	11	15	-2	49
C=CCN(Cc1ccc(OC)c(OC)c1)C(=O)N1CCOCC1	-5	22	2	-0.2	2	-2	-20	-10	16	14	-7
CCCC[n+]1ccn(C2=C([O-])c3ccccc3C(=O)/C2=N\S(=O)(=O)c2ccc(Cl)cc2)c1	0	1	-11	0.0	-2	-1	-5	9	2	-9	58

Bioassay records as filed in PubChem BioAssay.
